Diaph inh CS: diaphorase inhibitors and chemical oxidizers, primary screen, counter-screen for diaphorase-coupled primary assays, biochemical, uHTS, resorufin fluorescence; hit rate 0.69% among 190,000; inhibition, % at 20 µM; diaphorase resazurin-to-resorufin fluorescence, NADH, 16 min; bacterial (C. kluyveri) enzyme, not human;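 active = primary screen inhibition at 20 µM above a set limit, cut at about 50% in these data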;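 also: plate controls were DMSO with full reaction for no effect and wells lacking NADH for full effect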
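System: Diaphorase enzyme from Clostridium kluyveri | Amount: Enzyme working solution with 0.14 U/mL diaphorase | Benchmarks: No-NADH positive control and DMSO neutral control | Signal: Fluorescence of resorufin formed from resazurin, Ex 544/Em 590 nm | Schedule: 16-min room-temperature incubation before reading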
Diaph act CS: compounds boosting diaphorase resazurin reduction – biochemical, uHTS, resorufin fluorescence, counter-screen for diaphorase-coupled primary assays, primary screen; activation factor at 20 µM; hit rate 0.005% among 190,000; Diaphorase/resazurin coupled assay, 16 min; stronger effect = higher value; 1 = vehicle wells, 0 = NADH-free wells;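 active = diaphorase activity raised at least twofold by the compound at 20 µM; inactive = activation factor below 2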
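Material: Clostridium kluyveri diaphorase, purified enzyme; Quantity: enzyme 0.07 U/mL final; Medium: HEPES pH 7.4 buffer with MgCl2 and Tween 20; Dosing: single compound dose of 20 µM, 1% DMSO final; Schedule: 16 min reaction at room temperature; Measured by: red resorufin fluorescence at 544/590 nm excitation/emission.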
FLuc act counter: FLuc activators, initial screening, artefact control for FLuc-dependent activation tests, biochemical, ATPlite luminescence; Luciferin 4-monooxygenase (Photinus pyralis), P08659; ATPlite luciferase biochemical, 10 min; 0 = ATP-free wells, 1 = DMSO control; activation factor at 10 µM; 200,000 tested, under 10 active; AID 1027, 2008;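 active = luciferase activation factor, scaled between plate controls, of at least 2 with compound at 10 µM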
Target sequence (P08659 whole entry, looked up): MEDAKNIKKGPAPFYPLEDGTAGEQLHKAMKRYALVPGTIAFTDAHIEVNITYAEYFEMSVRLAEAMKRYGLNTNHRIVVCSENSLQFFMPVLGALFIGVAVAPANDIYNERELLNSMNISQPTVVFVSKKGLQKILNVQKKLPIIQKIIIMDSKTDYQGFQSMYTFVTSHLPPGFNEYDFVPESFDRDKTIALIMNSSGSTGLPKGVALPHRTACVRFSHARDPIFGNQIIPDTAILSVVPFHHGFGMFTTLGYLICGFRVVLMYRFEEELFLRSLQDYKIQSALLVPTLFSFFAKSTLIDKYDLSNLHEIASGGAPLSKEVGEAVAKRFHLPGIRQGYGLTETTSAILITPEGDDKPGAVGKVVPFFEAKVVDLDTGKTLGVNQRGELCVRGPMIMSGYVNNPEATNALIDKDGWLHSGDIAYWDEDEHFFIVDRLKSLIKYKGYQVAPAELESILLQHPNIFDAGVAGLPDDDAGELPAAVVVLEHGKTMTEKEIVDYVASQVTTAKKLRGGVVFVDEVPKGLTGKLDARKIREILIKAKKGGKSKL
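Assay system – cell-free luciferase reagent · Medium – PBS-based ATP solution · Dosing – test compounds dosed from 2 mM stocks in 100% DMSO · Timing – 10 min, room temperature · Technique – light output (luminescence) · Measure – luminescence gain marking luciferase activators · Controls – No-ATP low control, compound-free enzyme-plus-ATP high control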
PMI act hi M6P: human PMI activators, high substrate, primary screen, biochemical, fluorescence intensity, near-saturating mannose 6-phosphate. Mannose-6-phosphate isomerase (Homo sapiens), P34949. coupled PMI enzyme assay, resazurin fluorescence, 20 min; stronger effect = higher value; 1 = untreated enzyme, 0 = substrate-free blank. activation factor at 20 µM. hit rate 0.34% among 190,000;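 active = activation factor of 2 or more at 20 µM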
Target sequence (P34949 whole entry, looked up): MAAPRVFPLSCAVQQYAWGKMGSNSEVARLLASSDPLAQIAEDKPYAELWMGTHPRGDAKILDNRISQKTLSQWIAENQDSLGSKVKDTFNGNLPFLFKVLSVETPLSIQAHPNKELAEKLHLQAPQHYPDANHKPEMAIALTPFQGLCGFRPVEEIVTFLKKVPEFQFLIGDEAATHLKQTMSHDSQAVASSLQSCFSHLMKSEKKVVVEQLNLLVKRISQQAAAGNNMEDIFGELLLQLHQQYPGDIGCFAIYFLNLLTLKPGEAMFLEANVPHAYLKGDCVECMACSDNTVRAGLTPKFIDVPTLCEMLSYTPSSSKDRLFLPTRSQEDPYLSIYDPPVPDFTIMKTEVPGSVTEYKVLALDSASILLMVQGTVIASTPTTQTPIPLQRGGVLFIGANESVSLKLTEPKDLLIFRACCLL
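Material: human phosphomannose isomerase with PGI, G6PDH, diaphorase coupling enzymes / Reagent: Man-6-P substrate 1.0 mM / Dosing: single compound dose of 20 µM, 1% DMSO final / Incubation: enzyme reaction with compound 20 min at room temperature / Signal: resorufin fluorescence (Ex 544/Em 590 nm) from resazurin via diaphorase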
PMI act: activators of human PMI, primary screen, biochemical, fluorescence intensity, near-Km mannose 6-phosphate; Mannose-6-phosphate isomerase (Homo sapiens), P34949; purified human PMI, coupled resazurin fluorescence, 20 min; stronger effect = higher value; 1 = vehicle control, 0 substrate-free wells; activation factor at 20 µM; hit rate 0.005% among 190,000; AID 1214, 2008;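 active = activation factor of 2 or more at 20 µM, relative to plate controls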
TNAP inh hi DEA: human TNAP enzyme inhibitors, primary screen, biochemical, luminescent, high phosphate acceptor level, uHTS; Alkaline phosphatase, tissue-nonspecific isozyme (Homo sapiens), P05186; purified TNAP, CDP-star luminescence, 1 M DEA; inhibition, % at 20 µM; hit rate 0.03% among 200,000; AID 1135, 2008;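 active = over 50% inhibition of tissue-nonspecific alkaline phosphatase at 20 µM in the single-dose screen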;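 also: plate controls were DMSO wells for no effect and EDTA-quenched wells as full inhibition for full effect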
Efa HMGR inh: inhibitors of E. faecalis class II HMGR, primary screen, biochemical, Enterococcus faecalis. inhibition, % at 10 µM. hit rate 0.41% among 190,000. purified E. faecalis HMGR, NADPH absorbance 340 nm kinetic. HMG-CoA reductase (Enterococcus faecalis, mvaE);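 active = inhibition above a set limit, the median over all tested compounds plus 3 SD, cut at about 9.5% in these data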;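 also: enzyme runs in reverse so mevalonate oxidation gives rising NADPH absorbance; 0% = complete reaction with DMSO and 100% = background rate lacking mevalonate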
TNAP act hi DEA: TNAP activators at high phosphate acceptor level, primary screen, biochemical, luminescence, uHTS; Alkaline phosphatase, tissue-nonspecific isozyme (Homo sapiens), P05186; purified TNAP, CDP-star luminescence, 1 M DEA, 30 min; stronger effect = higher value; 0 = EDTA background, 1 = DMSO-only activity; activation factor at 20 µM; 200,000 tested, under 10 active; AID 1136, 2008;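 active = activation factor at least 2 at 20 µM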
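Assay system: human TNAP; Input: enzyme diluted 1/800 final; Reagent: CDP-star luminogenic substrate at 100 µM final; Timing: 30 min, room temperature; Signal: luminescence; Evaluation: TNAP activation factor scaled between EDTA and DMSO control wells.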
G6PDH counter: L. mesenteroides G6PDH inhibitors, counter-screen for G6PDH-coupled screening assays, biochemical, Leuconostoc mesenteroides enzyme; inhibition, % at 5 µM; hit rate 0.12% among 200,000; glucose-6-phosphate dehydrogenase [Leuconostoc mesenteroides]; AID 1020, 2008; Purified L. mesenteroides G6PDH, diaphorase/resazurin coupled fluorescence, 45 min; in the data active = inhibition above about 50%
TNAP inh noacc: human TNAP enzyme inhibitors, primary screen, biochemical, luminescent, no phosphate acceptor, uHTS; purified TNAP, CDP-star luminescence, 30 min; AID 1012, 2008; inhibition, % at 20 µM; hit rate 0.26% among 200,000;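 active = tissue-nonspecific alkaline phosphatase inhibition above about 50% at 20 µM in the single-dose screen, limit read from the data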;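 also: 0% = DMSO negative control and 100% = EDTA positive control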
* marks the source's active call; other numbers are inactive results; x = no result given. Outcome played no part in choosing rows; overall some 1.7% were active at least once.

The line under a structure holds: Diaph inh CS, Diaph act CS, FLuc act counter, PMI act hi M6P, PMI act, TNAP inh hi DEA, Efa HMGR inh, TNAP act hi DEA, G6PDH counter, TNAP inh noacc
Cc1cc(NC(=O)CSc2nnc(N)s2)c([N+](=O)[O-])cc1C
  2, 1, 1, 1.1, 1, -2, -6, 1, 0, -9
CCC1(c2ccc(Cl)cc2)NC(=S)N(c2ccccc2)N1 (stereo not drawn)
  25, 0.8, 1, 1.1, 0.9, 1, 0, 1, -3, 0
COc1ccc(N2CCN(C(c3cc(OC)ccc3OC)c3nnnn3CC3CCCO3)CC2)cc1 (stereo not drawn)
  19, 0.8, 1.1, 1.2, 1.2, -6, 2, 1.1, 3, -13
COC(=O)c1cc([N+](=O)[O-])c(-n2ccnc2)c([N+](=O)[O-])c1
  19, 0.8, 1, 1, 1.1, 0, -6, 1, 2, -3
COC(=O)COc1cccc2c(=O)n(CC(=O)NCCc3ccc(OC)c(OC)c3)ccc12
  -10, 1.1, 1, 1.1, 1.1, 1, 0, 1, 23, 1
COc1cccc(NC(=S)Nc2cccnc2)c1
  14, 0.9, 1, 0.9, 0.9, -2, 0, 1, -6, -3
CCc1nc2sc3c(c2c(=O)n1NC(=O)CCl)CCCC3
  8, 0.9, 1, 1.1, 1.1, 1, 3, 1, 2, -7
CCCCOC(=O)Nc1nnc(CCOCC)s1
  6, 0.9, 1.1, 1, 1, -1, 5, 1, 2, -6
O=C(CS(=O)(=O)Cc1ccccc1)Nc1nc2c(s1)CCCC2
  15, 0.8, 1.1, 0.9, 0.9, 0, -9, 1, 0, -6
CCCOC(=O)c1ccc(NC(=O)c2cc(Cl)ccc2OC)cc1
  6, 0.9, 1, 1, 0.9, -6, -4, 1.1, 0, -3
CC(C)c1ccc2[nH]c(O)c(N=NC(=O)c3cccc(S(=O)(=O)N4CCCCC4)c3)c2c1
  34, 0.7, 1.1, 0.6, 0.9, -2, 0, 1, 10, -15
CCC(=O)Nc1ccc(C(=O)Nc2cccnc2)cc1
  15, 0.8, 1, 0.9, 0.9, -1, 1, 1, -1, -10
O=C(O)CCC(=O)Nc1ccc(Cc2ccc(NC(=O)CCC(=O)O)cc2)cc1
  9, 0.9, 1.1, 1, 1, -1, -3, 1, 8, 2
CC1CC(=O)c2c(cc3c(-c4c(O)cc(O)c5c(O)c6c(cc45)OC(C)CC6=O)c(O)cc(O)c3c2O)O1 (stereo not drawn)
  64*, 0.4, 1, 0.8, 1, 14, -2, 0.9, 18, 17
CCOC(=O)c1nnc(-c2ccccc2)nc1Oc1ccc(Cl)cc1
  11, 0.9, 1, 0.9, 1, -2, 4, 1, -23, -3
COc1ccc(NC(=O)CN(c2ccccc2)S(=O)(=O)N(C)C)cc1OC
  1, 1, 1.1, 1, 1, -3, 0, 1, 11, -10
O=C(CN1C(=O)C2C3C=CC(C3)C2C1=O)Nc1ccc2c(c1)OCCO2 (stereo not drawn)
  6, 0.9, 1, 1, 1.1, -5, 3, 1.1, 8, -3
Cc1cccc2c(C(=O)Nc3ccc(Br)cc3)cc(-c3ccccn3)nc12
  9, 0.9, 1, 1, 1.1, -4, -2, 1, 14, -7
O=C(CSc1ncnc2c(-c3ccc(Cl)cc3)nsc12)c1ccccc1
  8, 0.9, 1, 1.3, 1.2, 0, 4, 1, 7, 7
CCCOc1ccc(C(=O)NCC2OCCc3ccccc32)cc1OC (stereo not drawn)
  3, 1, 1, 1.1, 1.2, 6, -1, 0.9, 7, -7
O=C(C1=C[C@H](c2ccc(C(F)(F)F)cc2)C[C@H](OCCCCO)O1)N1CCOCC1
  19, 0.8, 1.1, 1, 1, -2, -4, 1, 14, -2
COc1ccc(Cn2c(C)c(C)c(C#N)c2NC(=O)Nc2cccc(C)c2)cc1
  -11, 1.1, 1.1, 1.1, 1, -8, 3, 1.1, 11, -16
COc1ccc(/C=N\NC(=O)c2cc(OCC(F)(F)F)ccc2OCC(F)(F)F)cc1
  14, 0.9, 1, 0.8, 0.9, 2, 0, 1, -20, -3
CCN=c1scc(-c2ccco2)n1/N=C/c1ccc(O)cc1
  25, 0.8, 0.7, 1.2, 1, -4, -4, 1, 1, -3
COc1ccc(Nc2nc(-c3c(C)nc4ncccn34)cs2)cc1
  x, x, 1, x, x, 1, 4, 1, 7, 2
CCCCS(=O)(=O)/C=C\C=C/S(=O)(=O)CCCC
  -2, 1, 1.1, 1.7, 1.4, 0, 4, 1, -1, -10
COc1cc(NC(=O)CSc2nc3ccccc3cc2Cc2ccccc2)cc(OC)c1
  12, 0.9, 1.1, 1, 1, -7, 0, 1.1, 8, -1
O=c1c2c(nc3nc(NCc4cccc5ccccc45)[nH]n13)CCC2
  13, 0.9, 1, 0.4, 1.1, 0, 2, 1, 0, -23
Cc1ccccc1Oc1cccc(C(=O)/C(C#N)=C/N(C)C)c1
  12, 0.9, 1, 0.9, 1, -2, -4, 1, -5, -10
COc1ccc(C(=O)Nc2ccccc2N2CCOCC2)cc1[N+](=O)[O-]
  2, 1, 1, 1.1, 1.1, 1, 2, 1, 3, 0
CCN1C(=O)c2cccc3c(S(=O)(=O)Nc4ncccc4C)ccc1c23
  22, 0.8, 1.1, 0.7, 0.9, -3, -2, 1, 2, -14
COc1ccc(OC)c(NS(=O)(=O)c2ccc3c(c2)n(C)c(=O)n3C)c1
  15, 0.8, 1.1, 1, 0.9, -4, 2, 1, -3, -11
Cc1ccccc1-n1c(=O)c2c(n3cnnc13)-c1ccccc1CC21CCCCC1
  17, 0.8, 1.1, 1.1, 1, -1, -4, 1, 3, -7
CCCN(CCC)C(=O)Cn1ccc(=N)c2ccccc21
  9, 0.9, 1.1, 1.1, 1.1, -7, 1, 1.1, -2, -3
Cc1cc(C)n(-c2nc(NC(C)C)nc(NC(C)C)n2)n1
  16, 0.8, 1, 0.8, 0.9, -2, -3, 1, 5, 0
Cc1cc(N(CN2CCCC2=O)C(=O)c2ccc(F)cc2)no1
  6, 0.9, 1.1, 1, 1, -4, -6, 1, -1, -9
CCn1cc(C(=O)NC2CCCCC2)c(=O)c2cc(S(=O)(=O)N(C)C)ccc21
  1, 1, 1, 1.1, 1, 9, -4, 0.9, -10, 2
CCc1cc(CN2CCOCC2)c(NC(=O)c2ccccc2)s1
  5, 1, 1, 0.9, 0.9, -2, 1, 1, 8, -10
COc1ccc(/C=N/NC(=O)c2ccncc2)cc1CN1CCN(c2ccc(F)cc2)CC1
  -2, 1, 1, 1.1, 1, -1, 0, 1, -3, -14
O=C(Nc1cccc(N2CCCC2)c1)c1cccs1
  16, 0.8, 1, 0.8, 0.7, -3, -3, 1, 3, -11
Cc1ccc(NC(=O)c2ccc(OC(=O)COc3cccc(Cl)c3)cc2)cc1
  3, 1, 1, 1.1, 1, -1, -4, 1, -10, -15

Some of the entries so far, as labelled records.
CCc1cc(CN2CCOCC2)c(NC(=O)c2ccccc2)s1
  Diaph inh CS: 5
  Diaph act CS: 1
  FLuc act counter: 1
  PMI act hi M6P: 0.9
  PMI act: 0.9
  TNAP inh hi DEA: -2
  Efa HMGR inh: 1
  TNAP act hi DEA: 1
  G6PDH counter: 8
  TNAP inh noacc: -10
COc1ccc(/C=N/NC(=O)c2ccncc2)cc1CN1CCN(c2ccc(F)cc2)CC1
  Diaph inh CS: -2
  Diaph act CS: 1
  FLuc act counter: 1
  PMI act hi M6P: 1.1
  PMI act: 1
  TNAP inh hi DEA: -1
  Efa HMGR inh: 0
  TNAP act hi DEA: 1
  G6PDH counter: -3
  TNAP inh noacc: -14
O=C(Nc1cccc(N2CCCC2)c1)c1cccs1
  Diaph inh CS: 16
  Diaph act CS: 0.8
  FLuc act counter: 1
  PMI act hi M6P: 0.8
  PMI act: 0.7
  TNAP inh hi DEA: -3
  Efa HMGR inh: -3
  TNAP act hi DEA: 1
  G6PDH counter: 3
  TNAP inh noacc: -11
Cc1ccc(NC(=O)c2ccc(OC(=O)COc3cccc(Cl)c3)cc2)cc1
  Diaph inh CS: 3
  Diaph act CS: 1
  FLuc act counter: 1
  PMI act hi M6P: 1.1
  PMI act: 1
  TNAP inh hi DEA: -1
  Efa HMGR inh: -4
  TNAP act hi DEA: 1
  G6PDH counter: -10
  TNAP inh noacc: -15

Screens from PubChem.
